Ins promoter up: MIN6 insulin promoter up-regulation | z-score at 5 µM | actives 0.3% (n = 190,000) | MIN6 insulin promoter-GFP reporter, high-content imaging; stronger effect = higher value | AID 1625;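 active = z-score above 3 at 5 µM with at least 500 cells counted in the well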
AID2073: inhibitors of Mint1-CaV2.2 protein interaction, biochemical, HTRF (AID 2073). actives 0.19% (n = 290,000). one-dose inhibition, % at 20 µM; IC50 in µM for titrated hits. HTRF protein-protein interaction, Mint1-CaV2.2; higher % means a stronger effect; in the data active = inhibition mostly above about 51%, no sharp cut-off; also: some results filed as inactive read as strong as hits
Yfh1-depleted yeast: mitochondrial function rescue without frataxin homolog – Friedreich's ataxia, plus single-dose screen, dose response (AID 1465) | S. cerevisiae Yfh1-off respiration, WST-1 reduction, 72 h; higher fold induction means a stronger effect | one-dose fold induction at 50 µM; EC50 in µM for titrated hits | actives 0.074% (n = 220,000);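 active = fold induction of absorbance versus untreated yeast above a set limit, then at least 30% activation at any dose in follow-up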;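 also: activators that raise dye reduction in frataxin-depleted yeast; strong numbers were not always called active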
HIV fusion peptide: inhibitors of HIV fusion peptide binding, primary screen, biochemical, uHTS, fluorescence dequenching (AID 1986); cell-free peptide binding, fluorescence dequenching, 30 min; higher % means a stronger effect; one-dose inhibition, % at 20 µM; IC50 in µM for titrated hits; actives 0.3% (n = 290,000); in the data active = inhibition mostly above about 52%, no sharp cut-off; inactive = mostly below about 76%; also: some results filed as inactive read as strong as hits
MT stabilize HCS: stabilizes microtubules in HeLa cells | HeLa tubulin immunostaining HCS, 24 h; share of cells brighter than vehicle mean+2SD | % tubulin-high responders, % at 10 µM | actives 0.83% (n = 200,000);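 active = plate Z-score above 3 for both tubulin-high and condensed-nucleus cell shares, with cell loss under 80%, at 10 µM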;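 also: anti alpha tubulin signal scored within the nucleus-defined area of each cell; some results filed as inactive read as strong as hits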
WT yeast gro inh: growth inhibition of WT yeast, mitochondrial fusion screen; mitochondrial fusion phenotypic screen, WT strain; inhibition, % at 10 µM; actives 2.1% (n = 190,000); AID 1362; in the data active = inhibition above about 58%; tested in S. cerevisiae
Dynein cargo inh: dynein cargo transport inhibition | 3617.4 mouse cells, GR-EGFP nuclear translocation imaging; test concentration mostly 20 µM; stimulated with dexamethasone, 1 µM; stronger effect = lower value | z-score, hits read low | actives 0.47% (n = 220,000) | AID 1381;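 active = plate z-score of nuclear minus cytoplasmic receptor signal below a set negative limit, without overly bright fluorescence or cell loss, cut at about -3.5 in these data, passing the limit was not always enough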;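 also: z-score of nuclear minus cytoplasmic ring GR-EGFP intensity difference per well; some compounds called inactive have numbers as strong as hits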
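Medium: Induction medium lacking tetracycline, stripped serum | Probe or stimulus: 1.0 µM final dexamethasone stimulus | Schedule: 48 h induction, then 1 h compound, then 30 min agonist, 37 °C | Signal: Automated 10x imaging of fixed Hoechst-stained cells | Evaluation: Per-cell GR-EGFP intensity, nucleus versus surrounding cytoplasmic ring, well-averaged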
bCat nuc transl: alters nuclear translocation of beta-catenin in HeLa cells; AID 1665; actives 0.3% (n = 190,000); nuclear translocation activity, % at 5 µM; immunofluorescence imaging;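 active = nuclear translocation activity above 50% at 5 µM, with a well cell count of 50 or more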;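 also: per-cell ratio of nuclear to cytoplasmic median beta-catenin stain intensity; plate controls were DMSO negative control for no effect and GSK-3 inhibitor IX positive control for full effect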
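test system = HeLa cells, endogenous beta-catenin | dosing = single 5 µM dose plus 0.02–20 µM confirmation series | times = compound treatment 24 h, 37°C, 5% CO2 | technique = beta-catenin immunofluorescence imaging with DAPI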
Autophagy mod: modulators of autophagy; MEF GFP-LC3 puncta imaging; test concentration mostly 10 µM; calls only at 10 µM (by protocol); actives 0.98% (n = 190,000);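 active = percentage of spot-positive cells more than 3 SD above its plate mean, without a fluorescence outlier flag or 80% toxicity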;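 also: spot-positive cell cutoff set from DMSO-treated cells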
WT yeast gro inh mutant strain: also measured in WT yeast gro inh; calls as there; inhibition, %; mitochondrial fusion phenotypic screen, mutant strain inhibition
Dynein cargo inh cytoplasmic EGFP: also measured in Dynein cargo inh; calls as there; z-score; measured here: cytoplasmic GR-EGFP intensity; stronger effect = higher value
Dynein cargo inh nuclear GR-EGFP: also measured in Dynein cargo inh; calls as there; z-score; measured here: nuclear GR-EGFP intensity;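 lower value marks the stronger effect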
Dynein cargo inh cell count: second read-out of Dynein cargo inh, no call of its own (marks repeat the call); z-score; measured here: cell count per field
Ins promoter up cell count: further read-out of Ins promoter up, marked with its call; cell count; measured here: cytotoxicity, nuclei count;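 total cells summed across four imaged fields per well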
bCat nuc transl cell count 5 µM: second read-out of bCat nuc transl, no call of its own (marks repeat the call); cell count; measured here: cell count, cytotoxicity flag
MT stabilize HCS Hoechst-high %: further read-out of MT stabilize HCS, marked with its call; % Hoechst-high responders; measured here: nuclear condensation Hoechst responders;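 share of cells brighter than vehicle mean plus two SD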
MT stabilize HCS cytotoxicity %: further read-out of MT stabilize HCS, marked with its call; toxicity, %; measured here: cytotoxicity by cell density;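 0% = mean cell density of plate MIN control wells and 100% = no cells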
Autophagy mod cell loss 18 h: recorded beside Autophagy mod, whose call it bears; toxicity, %; measured here: cell loss, nuclei count;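 cell loss after 18 h compound exposure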
The depositor's hits bear a star. The order is random; any-hit rate near 4.2%.

Screening Cc1cc(NC(=O)CN2CCN(c3cccc(Cl)c3)CC2)no1 returned Ins promoter up 0.33, AID2073 -10%, Yfh1-depleted yeast inactive, HIV fusion peptide -2.4%, MT stabilize HCS 3.0, WT yeast gro inh -6, Dynein cargo inh -0.71, bCat nuc transl -1.2, Autophagy mod inactive, WT yeast gro inh mutant strain 0, Dynein cargo inh cytoplasmic EGFP -0.23, Dynein cargo inh nuclear GR-EGFP -0.35, Dynein cargo inh cell count 0.52, Ins promoter up cell count 1326, bCat nuc transl cell count 5 µM 1011, MT stabilize HCS Hoechst-high % 1.5, MT stabilize HCS cytotoxicity % 5.8 and Autophagy mod cell loss 18 h 29.
For COc1ccc(N2CCCn3c2nc2c3c(=O)n(CCN3CCOCC3)c(=O)n2C)cc1 the results were Ins promoter up 0.4, AID2073 2%, Yfh1-depleted yeast inactive, HIV fusion peptide -0.2%, bCat nuc transl -1.4, Ins promoter up cell count 1054 and bCat nuc transl cell count 5 µM 1160.
NC(=O)CCS(=O)(=O)c1ccccc1 was read as Ins promoter up -0.06, AID2073 24%, Yfh1-depleted yeast inactive, HIV fusion peptide -0.1%, MT stabilize HCS 3.6, WT yeast gro inh -23, Dynein cargo inh -0.07, bCat nuc transl 0.4, Autophagy mod inactive, WT yeast gro inh mutant strain -28, Dynein cargo inh cytoplasmic EGFP -0.22, Dynein cargo inh nuclear GR-EGFP 0.16, Dynein cargo inh cell count 0.24, Ins promoter up cell count 1250, bCat nuc transl cell count 5 µM 1147, MT stabilize HCS Hoechst-high % 2.7, MT stabilize HCS cytotoxicity % 2.8 and Autophagy mod cell loss 18 h -19.
`Cc1noc(C)c1CSCC(=O)N1CCN(c2ccc(F)cc2)CC1` gave Ins promoter up -3.7, AID2073 7%, Yfh1-depleted yeast inactive, HIV fusion peptide 107%, MT stabilize HCS 6.2, WT yeast gro inh 3, Dynein cargo inh 0.01, bCat nuc transl -4.3, Autophagy mod inactive, WT yeast gro inh mutant strain 17, Dynein cargo inh cytoplasmic EGFP -0.39, Dynein cargo inh nuclear GR-EGFP -0.14, Dynein cargo inh cell count 0.076, Ins promoter up cell count 973, bCat nuc transl cell count 5 µM 1025, MT stabilize HCS Hoechst-high % 1.4, MT stabilize HCS cytotoxicity % 14 and Autophagy mod cell loss 18 h 7.
Screening CC1CCN(C(=O)CSc2nncn2C)CC1 returned Ins promoter up 0.43, AID2073 34%, Yfh1-depleted yeast inactive, HIV fusion peptide 3.6%, MT stabilize HCS 2.9, WT yeast gro inh 45, Dynein cargo inh -0.15, bCat nuc transl -1.5, Autophagy mod inactive, WT yeast gro inh mutant strain 8, Dynein cargo inh cytoplasmic EGFP -0.33, Dynein cargo inh nuclear GR-EGFP 0.076, Dynein cargo inh cell count -0.22, Ins promoter up cell count 1471, bCat nuc transl cell count 5 µM 1408, MT stabilize HCS Hoechst-high % 1.3, MT stabilize HCS cytotoxicity % 1.2 and Autophagy mod cell loss 18 h 2.
`N#Cc1nc(-c2ccco2)oc1N1CCOCC1` gave Ins promoter up 1.5, AID2073 10%, Yfh1-depleted yeast inactive, HIV fusion peptide -0.9%, MT stabilize HCS 5.4, WT yeast gro inh -2, Dynein cargo inh -1.3, bCat nuc transl -6.4, Autophagy mod inactive, WT yeast gro inh mutant strain -6, Dynein cargo inh cytoplasmic EGFP 0.34, Dynein cargo inh nuclear GR-EGFP -1.1, Dynein cargo inh cell count 0.7, Ins promoter up cell count 1396, bCat nuc transl cell count 5 µM 924, MT stabilize HCS Hoechst-high % 2.4, MT stabilize HCS cytotoxicity % 5.9 and Autophagy mod cell loss 18 h 9.
CCCCOC(=O)/C=C\C(=O)NC(N)=O was read as Ins promoter up -0.26, AID2073 17%, Yfh1-depleted yeast inactive, HIV fusion peptide 2.1%, Dynein cargo inh -2.3, bCat nuc transl 0.9, Dynein cargo inh cytoplasmic EGFP 0.0029, Dynein cargo inh nuclear GR-EGFP -1, Dynein cargo inh cell count -0.095, Ins promoter up cell count 1419 and bCat nuc transl cell count 5 µM 1192.
For O=c1c2cc(Cl)ccc2[nH]c(=S)n1Cc1ccccn1 the results were Ins promoter up -0.17, AID2073 12%, Yfh1-depleted yeast inactive, HIV fusion peptide -0.4%, MT stabilize HCS 3.1, WT yeast gro inh -2, Dynein cargo inh -0.29, bCat nuc transl -4.1, Autophagy mod inactive, WT yeast gro inh mutant strain 4, Dynein cargo inh cytoplasmic EGFP -0.25, Dynein cargo inh nuclear GR-EGFP -0.23, Dynein cargo inh cell count 1, Ins promoter up cell count 1166, bCat nuc transl cell count 5 µM 517, MT stabilize HCS Hoechst-high % 2.4, MT stabilize HCS cytotoxicity % 7.3 and Autophagy mod cell loss 18 h -9.
For Cc1nc(N)[nH]c(=O)c1CC(=O)OCCCl the results were AID2073 -7%, Yfh1-depleted yeast inactive, HIV fusion peptide -1.7%, Dynein cargo inh -0.15, bCat nuc transl -2.3, Dynein cargo inh cytoplasmic EGFP 0.11, Dynein cargo inh nuclear GR-EGFP -0.19, Dynein cargo inh cell count 0.45 and bCat nuc transl cell count 5 µM 1077.
For C=CCN1C(=O)S/C(=C/c2ccsc2)C1=O the results were Ins promoter up 0.31, AID2073 14%, Yfh1-depleted yeast inactive, HIV fusion peptide -3.9%, MT stabilize HCS 3.3, WT yeast gro inh -10, Dynein cargo inh -1.6, bCat nuc transl -1.1, Autophagy mod inactive, WT yeast gro inh mutant strain -1, Dynein cargo inh cytoplasmic EGFP -0.23, Dynein cargo inh nuclear GR-EGFP -1, Dynein cargo inh cell count 0.8, Ins promoter up cell count 1189, bCat nuc transl cell count 5 µM 993, MT stabilize HCS Hoechst-high % 2.8, MT stabilize HCS cytotoxicity % 2.9 and Autophagy mod cell loss 18 h -10.
`Cc1cc(NC(=O)COC(=O)c2c(C)noc2C)ccc1Br` gave Ins promoter up 0.28, AID2073 -1%, Yfh1-depleted yeast inactive, HIV fusion peptide 0.9%, MT stabilize HCS 1.4, WT yeast gro inh 6, Dynein cargo inh 2.5, bCat nuc transl -2.4, Autophagy mod inactive, WT yeast gro inh mutant strain -23, Dynein cargo inh cytoplasmic EGFP -0.16, Dynein cargo inh nuclear GR-EGFP 0.83, Dynein cargo inh cell count -1.2, Ins promoter up cell count 1196, bCat nuc transl cell count 5 µM 1120, MT stabilize HCS Hoechst-high % 2.5, MT stabilize HCS cytotoxicity % 8.0 and Autophagy mod cell loss 18 h -1.
For N/C(=N\OC(=O)c1ccc(Cl)cc1)c1cccnc1 the results were Ins promoter up 0.29, AID2073 0%, HIV fusion peptide -0.1%, MT stabilize HCS 2.0, WT yeast gro inh 20, Dynein cargo inh -0.3, bCat nuc transl 3.3, Autophagy mod inactive, WT yeast gro inh mutant strain 26, Dynein cargo inh cytoplasmic EGFP -0.075, Dynein cargo inh nuclear GR-EGFP -0.2, Dynein cargo inh cell count 0.48, Ins promoter up cell count 895, bCat nuc transl cell count 5 µM 891, MT stabilize HCS Hoechst-high % 1.6, MT stabilize HCS cytotoxicity % 6.5 and Autophagy mod cell loss 18 h -7.
Screening Cc1coc2c1c(C)cc1oc(=O)c(Cc3ccccc3)c(C)c12 returned Ins promoter up -0.7, AID2073 11%, Yfh1-depleted yeast inactive, HIV fusion peptide -1.1%, MT stabilize HCS 1.4, WT yeast gro inh 6, Dynein cargo inh -0.34, bCat nuc transl -0.6, Autophagy mod inactive, WT yeast gro inh mutant strain -7, Dynein cargo inh cytoplasmic EGFP -0.11, Dynein cargo inh nuclear GR-EGFP -0.31, Dynein cargo inh cell count 0.51, Ins promoter up cell count 515, bCat nuc transl cell count 5 µM 1348, MT stabilize HCS Hoechst-high % 1.9, MT stabilize HCS cytotoxicity % 10 and Autophagy mod cell loss 18 h 8.
`CCn1c(=S)[nH]c2cc(S(=O)(=O)N3CCCCC3)ccc21` gave Ins promoter up 0.06, AID2073 -20%, Yfh1-depleted yeast inactive, HIV fusion peptide -2.3%, MT stabilize HCS 2.1, WT yeast gro inh -1, Dynein cargo inh 0.42, bCat nuc transl -1.3, Autophagy mod inactive, WT yeast gro inh mutant strain 5, Dynein cargo inh cytoplasmic EGFP -0.076, Dynein cargo inh nuclear GR-EGFP 0.68, Dynein cargo inh cell count -0.17, Ins promoter up cell count 1245, bCat nuc transl cell count 5 µM 956, MT stabilize HCS Hoechst-high % 2.6, MT stabilize HCS cytotoxicity % 2.9 and Autophagy mod cell loss 18 h -1.
For Cc1ccccc1NC(=O)COC(=O)CN1C(=O)NC(C)(C)C1=O the results were Ins promoter up 1.1, AID2073 0%, Yfh1-depleted yeast inactive, HIV fusion peptide -3.5%, MT stabilize HCS 1.4, WT yeast gro inh 9, Dynein cargo inh 0.24, bCat nuc transl 1.6, Autophagy mod inactive, WT yeast gro inh mutant strain 20, Dynein cargo inh cytoplasmic EGFP -0.037, Dynein cargo inh nuclear GR-EGFP 0.51, Dynein cargo inh cell count -0.56, Ins promoter up cell count 948, bCat nuc transl cell count 5 µM 1117, MT stabilize HCS Hoechst-high % 1.0, MT stabilize HCS cytotoxicity % 4.5 and Autophagy mod cell loss 18 h 3.
Screening CCOC(=O)C(=CNc1cc(OC)ccc1-n1cccc1)C(=O)OCC returned Ins promoter up -0.58, AID2073 12%, Yfh1-depleted yeast inactive, HIV fusion peptide -1.7%, Dynein cargo inh 0.82, bCat nuc transl 0.5, Dynein cargo inh cytoplasmic EGFP -0.15, Dynein cargo inh nuclear GR-EGFP 0.18, Dynein cargo inh cell count -0.06, Ins promoter up cell count 950 and bCat nuc transl cell count 5 µM 1223.

Screens deposited in PubChem BioAssay by several laboratories.
